Compound activity as filed in PubChem.
Yeast superoxide: lowers age-related superoxide in aged yeast cells | actives 0.18% (n = 330,000) | superoxide response (% of plate mean), % at 10 µM | AID 2690 | S. cerevisiae aged cells, superoxide DHE fluorescence; stronger effect = lower value;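 active = superoxide response under a set limit, about three screen SD below normal, cut at about 65% in these data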;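 note: yeast aged for seven days with compound at 30 °C before DHE staining; 100% = average MFI of all compound-treated wells on the plate with controls excluded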
proCasp3 act: activators of human procaspase-3. P42574. actives 0.11% (n = 330,000). recombinant procaspase-3 D3A, Ac-DEVD-pNA absorbance 405 nm. AID 463141. activation, % at 8.5 µM;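 active = activation above the mean of all tested compounds plus 3 SD, cut at about 21% in these data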;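 note: 0% = DMSO alone and 100% = DMSO wells spiked with extra 5 µM PC-3 D3A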
Target sequence (P42574 whole entry D9A/D28A/D175A): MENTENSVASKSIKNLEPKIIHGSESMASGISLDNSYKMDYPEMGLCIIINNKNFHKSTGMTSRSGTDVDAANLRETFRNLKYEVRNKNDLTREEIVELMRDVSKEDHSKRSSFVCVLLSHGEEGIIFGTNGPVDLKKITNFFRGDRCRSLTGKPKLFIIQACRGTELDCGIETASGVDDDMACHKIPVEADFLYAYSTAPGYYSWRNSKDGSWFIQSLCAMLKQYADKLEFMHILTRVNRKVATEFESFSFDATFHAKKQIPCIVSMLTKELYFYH
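Compound: 8.5 µM single point, 0.8% DMSO / Material: Autoprocessing-dead procaspase-3 D3A mutant enzyme / Timing: 1 h preincubation plus 2 h reaction at 25 °C / Medium: Zinc-free HEPES/NaCl buffer with 0.01% Triton X-100 at pH 7.4 / Technique: 405 nm absorbance of p-nitroaniline, reads at 0 and 120 min / Repeats: one well per compound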
JMJD2C inh: human JMJD2C demethylase inhibition; inhibition, % at 2.35 µM; actives 0.069% (n = 330,000); AID 2099; GST-JMJD2C(1-420) H3K9me3 demethylation, DELFIA europium;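 active = more than half of a compound's replicate wells show inhibition beyond 50%, single wells judged on their own value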;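 note: signal counts dimethyl H3K9 product captured on neutravidin plate; 0% = median of DMSO wells and 100% = 0.3 times that DMSO median; strong numbers were not always called active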
Target sequence (Q9H3R0 1-420 limits assumed): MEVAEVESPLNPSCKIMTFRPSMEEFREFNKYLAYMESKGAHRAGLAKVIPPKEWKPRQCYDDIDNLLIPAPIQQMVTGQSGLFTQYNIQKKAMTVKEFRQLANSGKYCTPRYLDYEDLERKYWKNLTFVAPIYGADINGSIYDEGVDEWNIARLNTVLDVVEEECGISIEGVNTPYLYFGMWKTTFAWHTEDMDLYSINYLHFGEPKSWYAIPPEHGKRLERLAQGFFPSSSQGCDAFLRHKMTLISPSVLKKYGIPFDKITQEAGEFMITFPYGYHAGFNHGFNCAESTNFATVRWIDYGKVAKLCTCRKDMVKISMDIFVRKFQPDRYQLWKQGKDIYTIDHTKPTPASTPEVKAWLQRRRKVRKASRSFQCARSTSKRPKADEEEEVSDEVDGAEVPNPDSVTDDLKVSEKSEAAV
AHR activator: human AHR activation; AHR-responsive luciferase reporter cells, luminescence; activation, % at 5 µM; actives 2.5% (n = 320,000); in the data active = activation above about 47%;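 note: 0% = vehicle wells and 100% = reference agonist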
LAP4-GFP MLPCN: alters LAP4-GFP fluorescence in TOR pathway yeast screen; GFP response vs DMSO, % at 10 µM; actives 0.34% (n = 320,000); S. cerevisiae LAP4-GFP multiplex, flow cytometry GFP, 3 h; median GFP as percent of DMSO wells;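 active = GFP response vs DMSO above a set limit, about the screen mean plus 3 SD, cut at about 150% in these data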
MEP2-GFP yeast: yeast TOR pathway MEP2-GFP modulation; S. cerevisiae MEP2-GFP strain, flow cytometry GFP, 3 h; 100% = DMSO control level; GFP response vs DMSO, % at 10 µM; actives 0.51% (n = 330,000);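 active = GFP response versus DMSO above a set limit, roughly screen mean plus 3 SD, cut at about 180% in these data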;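 note: median GFP fluorescence of the barcode-gated MEP2-GFP cells per well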
RPL19A-GFP yeast: modulators of TOR pathway RPL19A-GFP in S. cerevisiae; S. cerevisiae RPL19A-GFP strain, flow cytometry, 3 h; stronger effect = lower value; percent response vs DMSO, % at 10 µM; actives 0.3% (n = 330,000); AID 2025;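 active = percent response vs DMSO below 50%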;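 note: median channel GFP fluorescence of the barcoded RPL19A-GFP strain; ratio of sample median GFP to plate DMSO average so 100% = DMSO; lower means less RPL19A-GFP as with rapamycin TOR inhibition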
procasp7 counter: counter-screen: procaspase-7 (human) activation | P55210 | recombinant procaspase-7, Ac-DEVD-pNA absorbance 405 nm; D23A/D198A/D206A triple mutant, cannot self-cleave; scale: DMSO 0, 5 µM enzyme 100 | activation, % at 8.5 µM | actives 0.093% (n = 330,000);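 active = percent activation above the screen-wide mean plus 3 SD, cut at about 25% in these data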
Target sequence (P55210 whole entry D23A/D198A/D206A): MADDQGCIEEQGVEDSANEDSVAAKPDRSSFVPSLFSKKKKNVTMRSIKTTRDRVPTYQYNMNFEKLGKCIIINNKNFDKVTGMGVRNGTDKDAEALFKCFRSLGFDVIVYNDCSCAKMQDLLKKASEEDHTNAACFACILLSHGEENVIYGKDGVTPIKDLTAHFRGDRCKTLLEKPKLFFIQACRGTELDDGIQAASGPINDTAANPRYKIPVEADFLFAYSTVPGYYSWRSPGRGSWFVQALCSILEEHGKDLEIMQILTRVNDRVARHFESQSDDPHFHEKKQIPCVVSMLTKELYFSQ
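Material: Procaspase-7 triple mutant (PC-7 D3A) | Quantity: 2 µM procaspase-7 mutant as dispensed | Reagent: DEVD-pNA substrate | Times: 1 h preincubation, 2 h reaction | Technique: 405 nm absorbance of p-nitroaniline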
* hit, by the source's call; . = no result given.

SMILES	Yeast superoxide	proCasp3 act	JMJD2C inh	AHR activator	LAP4-GFP MLPCN	MEP2-GFP yeast	RPL19A-GFP yeast	procasp7 counter
CSc1ccccc1C(=O)N1CCC2(CC1)CC(=O)c1ccccc1O2	92	6	-1	1	101	106	99	6
Cc1ccccc1C(=O)Nc1cccc(C(=O)N/N=C/c2ccccn2)c1	89	-6	-2	11	93	102	98	10
Cc1ccc(C(=O)Nc2nnc(CC(=O)N/N=C/c3ccc(O)c(O)c3)s2)cc1	106	5	-50	16	130	185*	108	-6
CCc1ccc(N2C(=O)CC(N3CCC(C(=O)OC)CC3)C2=O)cc1 (stereo unspecified)	115	-23	17	6	100	99	101	-20
O=C(Nc1cccc(C(=O)O)c1)Nc1cccc2ccccc12	103	2	-2	9	92	111	104	2
CC(C)Nc1nc(SCC(=O)Nc2ccccc2)nc(N2CCOCC2)n1	97	-4	-3	-1	99	99	100	2
O=c1[nH]cccc1-c1nc2ccccc2n1Cc1cccc(F)c1	109	-7	1	3	99	103	99	1
COCCCn1c(C(=O)NCCN2CCOCC2)cc2c(=O)n3cccc(C)c3nc21	98	-3	4	0	78	89	106	-7
O=C(Cn1cnc([N+](=O)[O-])n1)NCCO	107	5	-5	-1	94	101	99	4
Cc1ccc(NC(=O)CSc2ccc(-c3cccnc3)nn2)cc1Cl	96	2	3	11	93	101	97	4

2 consecutive records already listed, quoted:
SMILES	Yeast superoxide	proCasp3 act	JMJD2C inh	AHR activator	LAP4-GFP MLPCN	MEP2-GFP yeast	RPL19A-GFP yeast	procasp7 counter
COCCCn1c(C(=O)NCCN2CCOCC2)cc2c(=O)n3cccc(C)c3nc21	98	-3	4	0	78	89	106	-7
O=C(Cn1cnc([N+](=O)[O-])n1)NCCO	107	5	-5	-1	94	101	99	4

Going on with the list.
SMILES	Yeast superoxide	proCasp3 act	JMJD2C inh	AHR activator	LAP4-GFP MLPCN	MEP2-GFP yeast	RPL19A-GFP yeast	procasp7 counter
COc1ccc(CNC(=O)c2ccc3c(c2)NC(=O)C(C)S3)cc1 (stereo unspecified)	122	-18	35	12	102	102	95	-12
C=CCN(c1ccccc1)S(=O)(=O)c1cccc(C(=O)NCc2ccncc2)c1	89	2	0	1	100	93	95	4
CCOc1cc(N2CCOCC2)c(OCC)cc1NC(=O)[C@H](C)NC(=O)c1ccco1	91	-2	-2	0	102	87	93	1
COC(=O)C1=CO[C@@H](OC2OC(CO)C(O)C(O)C2O)[C@@H]2C(CO)=CC[C@H]12 (stereo partly specified)	110	0	-3	3	119	97	96	-5
Cc1ccccc1C(=O)NC(C)c1ccc2c(c1)CCCC2 (stereo unspecified)	104	-3	-6	6	117	102	98	3
CN(C)C(=O)C(OC(=O)c1ccc2ccccc2n1)c1ccccc1 (stereo unspecified)	86	-1	3	3	104	113	104	1
COc1cc(/C=C2\SC(=S)N(Nc3ccccc3)C2=O)cc(OC)c1OC	99	-29	1	7	95	86	94	-37
O=c1/c(=C/c2cccc3ccccc23)sc2ncnn12	81	-1	-3	3	155*	91	106	-7
CCc1ccc(N=C2NC(=O)/C(=C/c3ccc(OCC(=O)O)cc3)S2)cc1	103	4	-3	6	96	109	104	14
COc1ccc2[nH]c3c(=O)n(N)c(=O)[nH]c3c2c1	105	.	-2	.	98	114	109	.
c1ccc(-c2nc(NCc3ccco3)c3ccccc3n2)nc1	93	1	-1	7	97	108	96	-2
CN(C)Cc1c(C(=O)N/N=C/c2ccncc2)nnn1-c1nonc1N	90	13	0	1	93	97	102	0
CC(C)OC(=O)CSc1nnc(-c2cccnc2)n1N	105	2	-3	6	98	100	103	9
CC(=O)N=c1sc2cc(C)ccc2n1C	99	-3	-4	-2	111	101	98	5
NC(=O)[C@@H]1CCCCNc2c(F)cc([N+](=O)[O-])cc2C(=O)N[C@@H](CC(=O)O)C(=O)N[C@@H](CCC(=O)O)C(=O)N1	111	-1	10	0	101	96	97	-28
Cc1ccccc1S(=O)(=O)Nc1ncnc2ccccc12	93	7	21	10	95	108	104	13
O=C(NCCCn1ccnc1)c1ccc(Cl)s1	103	-6	7	21	117	113	116	1
Cc1ccc(NC(=O)CSc2nnc3c(n2)[nH]c2ccccc23)cc1	104	4	-6	1	100	107	99	9
CN(C(=O)COC(=O)Cn1cnc2ccccc21)C1CCCCC1	85	8	2	0	91	106	101	-3
CC(=O)c1c(C)[nH]c(C(=O)N2CCc3ccccc3C2)c1C	93	8	28	48*	89	102	92	2

Gathered by group, those above with a nitro group on carbon
SMILES	Yeast superoxide	proCasp3 act	JMJD2C inh	AHR activator	LAP4-GFP MLPCN	MEP2-GFP yeast	RPL19A-GFP yeast	procasp7 counter
O=C(Cn1cnc([N+](=O)[O-])n1)NCCO	107	5	-5	-1	94	101	99	4
NC(=O)[C@@H]1CCCCNc2c(F)cc([N+](=O)[O-])cc2C(=O)N[C@@H](CC(=O)O)C(=O)N[C@@H](CCC(=O)O)C(=O)N1	111	-1	10	0	101	96	97	-28

Later entries
SMILES	Yeast superoxide	proCasp3 act	JMJD2C inh	AHR activator	LAP4-GFP MLPCN	MEP2-GFP yeast	RPL19A-GFP yeast	procasp7 counter
Cc1c(C#N)c(NC(=O)CCl)n(Cc2ccc(F)cc2)c1C	113	2	0	-1	86	97	96	-5
COc1cc(C(C(=O)NCc2ccccc2)N(C(=O)c2snc(C(N)=O)c2N)C2CCCC2)cc(OC)c1OC (stereo unspecified)	89	-7	-20	-2	95	103	99	8
CCCCC1(C)OC(=O)C(=Cc2ccc(SC)cc2)C(=O)O1 (stereo unspecified)	98	-1	-4	-2	101	102	106	-4
O=C1CC(c2nc3ccccc3[nH]2)CN1c1ccccc1 (stereo unspecified)	94	3	3	3	99	93	96	13
O=C(c1ccccc1Cl)N1CCC(n2cccc2)CC1	114	-13	-3	0	127	101	97	1
O=C(OCC(=O)N1CCCCC1)c1cc(=O)[nH]c2ccccc12	101	-5	-11	6	107	103	100	-1
O=C(O)C1CC=CCC1C(=O)NCCc1cccc(Cl)c1 (stereo unspecified)	122	0	-3	1	106	105	102	7
CN1CCCN(C(=O)c2cc(=O)[nH]c3ccccc23)c2nc3ccccc3nc21	106	-7	7	8	118	97	103	7
O=S(=O)(c1ccc(Br)s1)N1CCN(c2ncccn2)CC1	116	3	0	-2	105	98	98	-2
O=C(COC(=O)CCc1c[nH]c2ccccc12)NCc1ccc2c(c1)OCO2	92	6	-9	1	94	98	92	10
CC(=O)N(CC(=O)O)c1ccccc1C(=O)O	90	-3	-1	2	94	95	99	9
Cc1cc(C(=O)NC2CCN(Cc3ccccc3)CC2)n[nH]1	93	0	-1	2	93	105	94	6
CCn1nnnc1SCC(=O)Nc1sc(C)c(C)c1C#N	91	0	9	13	103	108	98	7
CC(C)CNC(=O)c1ccccc1NC(=O)/C=C/c1cccc([N+](=O)[O-])c1	102	8	-5	1	88	94	98	8
S=c1nc(NCCc2ccccc2Cl)c2ccccc2[nH]1	101	.	-2	.	107	111	93	.
COc1ccc(C(=O)Nn2c(C)nc3ccccc3c2=O)cc1Br	108	-1	-13	3	90	94	93	6
CCOc1ccc(-c2nc(C#N)c(N3CCOCC3)o2)cc1	84	2	-1	3	109	93	101	5
COCCN(CCOC)S(=O)(=O)c1ccc(C(=O)Nc2nnc(C)o2)cc1	94	-6	12	0	100	100	103	6
CCc1cccc(NC(=O)Cc2ccc(OC)c(OC)c2)c1	90	7	-2	4	104	105	108	11
CCNC(=O)NC(=O)CSc1nnc(-c2c[nH]c3ccccc23)o1	104	-2	2	10	94	96	100	-6
COCC1CCCCN1C(=O)c1cc(COc2ccc3ncccc3c2)on1 (stereo unspecified)	119	-1	2	-5	103	93	99	8
CC(=O)N1c2ccc3ccccc3c2C(C)CC12CCCCC2 (stereo unspecified)	99	-2	7	-1	98	100	101	3
COc1ccc(S(=O)(=O)N2CCc3cc(OC)c(OC)cc3C2)cc1	97	8	-1	2	87	98	95	1
O=C(C(F)C(F)(F)F)N1CCN(c2ccccc2)CC1 (stereo unspecified)	109	-10	2	0	109	113	106	15
CC1=Nc2ccc(C)cc2N(Cc2ccccc2)C(=O)C1	92	6	3	-1	98	88	103	9
COc1ccc2c(c1)-c1nc(/N=C/c3ccccc3O)sc1CC2	101	-20	-5	47	106	102	101	-15
Cc1c(Cl)cc(-n2cnnn2)cc1[N+](=O)[O-]	108	3	-1	-1	100	93	102	-9
COC(=O)CCC(=O)N1CCOCCOCCOCC1	86	0	8	1	103	105	109	11
CC1COc2ccccc2N1C(=O)c1ccc(Cl)nc1 (stereo unspecified)	118	1	.	41	84	99	100	18
O=c1nc(-c2ccccc2)nc(-c2ccccc2)[nH]1	92	6	1	12	100	100	100	-6

Entries of single compounds, looked up by structure. Screens in order: Yeast superoxide | proCasp3 act | JMJD2C inh | AHR activator | LAP4-GFP MLPCN | MEP2-GFP yeast | RPL19A-GFP yeast | procasp7 counter
Profile of `CC1=Nc2ccc(C)cc2N(Cc2ccccc2)C(=O)C1` → 92 | 6 | 3 | -1 | 98 | 88 | 103 | 9
Profile of `CC1COc2ccccc2N1C(=O)c1ccc(Cl)nc1` (stereo unspecified) → 118 | 1 | . | 41 | 84 | 99 | 100 | 18
Profile of `CC(=O)N1c2ccc3ccccc3c2C(C)CC12CCCCC2` (stereo unspecified) → 99 | -2 | 7 | -1 | 98 | 100 | 101 | 3
Profile of `COc1ccc2c(c1)-c1nc(/N=C/c3ccccc3O)sc1CC2` → 101 | -20 | -5 | 47 | 106 | 102 | 101 | -15
Profile of `COC(=O)CCC(=O)N1CCOCCOCCOCC1` → 86 | 0 | 8 | 1 | 103 | 105 | 109 | 11

(listing goes on)
SMILES	Yeast superoxide	proCasp3 act	JMJD2C inh	AHR activator	LAP4-GFP MLPCN	MEP2-GFP yeast	RPL19A-GFP yeast	procasp7 counter
O=C(NC(=S)Nc1ccc(Cl)cn1)C(c1ccccc1)c1ccccc1	89	14	-5	5	101	104	95	7
CC1=CC(=NOC(=O)c2cccc([N+](=O)[O-])c2)C=C(C)C1=O	99	-3	4	1	116	100	98	-11
CC(C)=CCC/C(C)=C/CNC(=O)CC1C[C@H](C(=O)N2CCCCC2)[C@@]2(C)c3[nH]c4ccccc4c3CCN2C1=O (stereo partly specified)	92	-2	11	-1	86	82	90	12
Cc1cccc(C(=O)Nc2cccc(OC(=O)c3cccc(C)c3)c2)c1	108	6	-4	-4	104	101	96	0
CCOc1ccccc1OCC(=O)Nc1ccccc1C(=O)NC1CC1	91	-4	1	11	102	102	100	1

3 compounds from above, ordered by the value under JMJD2C inh, smallest number first:
SMILES,proCasp3 act,JMJD2C inh,AHR activator,LAP4-GFP MLPCN,MEP2-GFP yeast,RPL19A-GFP yeast
Cc1cccc(C(=O)Nc2cccc(OC(=O)c3cccc(C)c3)c2)c1,6,-4,-4,104,101,96
CCOc1ccccc1OCC(=O)Nc1ccccc1C(=O)NC1CC1,-4,1,11,102,102,100
CC(C)=CCC/C(C)=C/CNC(=O)CC1C[C@H](C(=O)N2CCCCC2)[C@@]2(C)c3[nH]c4ccccc4c3CCN2C1=O (stereo partly specified),-2,11,-1,86,82,90
